Assay outcomes as filed in PubChem.
FXIa inh mix: factor XIa (human) inhibition, mixture screen; AID 680; inhibition, % at 5 µM; P03951; 0.19% of 62,000 active; purified FXIa, fluorogenic substrate, pooled mixtures;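 further: each value is inhibition by a whole ten-compound pool holding the compound; 0% = enzyme with no mixture and 100% = wells lacking enzyme; strong numbers were not always called active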
CatS inh: inhibitors of human cathepsin S; 0.06% of 62,000 active; inhibition, %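 (tested at 5 µM per compound within 10-compound mixtures)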; recombinant cathepsin S, AMC dipeptide fluorescence, pooled mixtures; in the data active means inhibition above about 32%, passing the limit was not always enough; inconclusive means no clear call, values can overlap the other calls;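 further: 0% = enzyme without compound and 100% = blank without enzyme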
A340 absorber: absorbance at 340 nm | fold change at 10 µM | AID 708 | compound absorbance at 340 nm, fold over control | 65,000 tested, under 10 active;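 active means at 10 µM dose, initial 340 nm absorbance at least 2 fold that of control wells; inactive means change under 2 fold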;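 further: initial absorbance extrapolated from kinetic A340 decline of NADH oxidation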
CatB inh: human cathepsin B inhibition. P07858. purified cathepsin B, fluorogenic substrate, fluorescence. inhibition, %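 (tested at 10 µM)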. 0.1% of 63,000 active. AID 453; in the data active means inhibition above about 21%;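 further: 0% = enzyme with no compound and 100% = no enzyme blank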
CatL block: blocks human cathepsin L protease activity | P07711 | purified cathepsin L, fluorogenic substrate, fluorescence | inhibition, %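 (tested at 10 µM)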 | 0.17% of 58,000 active; in the data active means inhibition above about 45%;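 further: 0% = enzyme with no compound and 100% = no enzyme blank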
C1s block: blocks human complement C1s protease activity; P09871; purified C1s, fluorogenic AMC substrate, pooled mixtures; mean inhibition % of two 10-compound mixtures (active compounds read high), % at 5 µM (by protocol); 0.16% of 62,000 active; AID 538;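 active means inhibition above 20% in each of the two 10-compound mixture wells holding the compound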;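 further: 0% = enzyme wells lacking compound mixture and 100% = no-enzyme blank wells; some compounds called inactive have numbers as strong as hits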
Target sequence (P09871 16-437 limits assumed): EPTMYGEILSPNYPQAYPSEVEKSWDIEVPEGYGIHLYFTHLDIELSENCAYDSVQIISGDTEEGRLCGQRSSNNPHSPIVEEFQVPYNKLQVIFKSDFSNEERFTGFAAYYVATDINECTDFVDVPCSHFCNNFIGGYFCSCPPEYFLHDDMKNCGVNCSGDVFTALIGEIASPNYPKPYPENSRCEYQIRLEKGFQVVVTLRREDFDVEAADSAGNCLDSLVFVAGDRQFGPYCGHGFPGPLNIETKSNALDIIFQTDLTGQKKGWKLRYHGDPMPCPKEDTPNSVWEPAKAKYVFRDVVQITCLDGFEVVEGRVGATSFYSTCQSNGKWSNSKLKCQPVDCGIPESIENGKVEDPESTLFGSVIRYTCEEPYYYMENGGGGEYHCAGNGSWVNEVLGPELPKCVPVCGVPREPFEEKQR
Target sequence (P09871 438-688 limits assumed): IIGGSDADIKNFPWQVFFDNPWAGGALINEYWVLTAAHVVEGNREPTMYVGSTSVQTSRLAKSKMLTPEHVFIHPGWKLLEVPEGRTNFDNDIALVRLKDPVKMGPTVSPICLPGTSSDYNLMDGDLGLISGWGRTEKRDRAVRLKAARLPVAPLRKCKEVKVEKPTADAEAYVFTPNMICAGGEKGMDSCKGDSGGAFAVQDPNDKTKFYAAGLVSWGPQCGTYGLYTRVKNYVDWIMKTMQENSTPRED
CatB mixtures: inhibitors of human cathepsin B in compound mixtures; inhibition, %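 (ten-compound pools at 5 µM per compound and 50 µM total)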; 0.06% of 62,000 active; Purified cathepsin B, AMC dipeptide fluorescence; P07858; in the data active means inhibition above about 22%, passing the limit was not always enough; inconclusive means no clear call, values can overlap the other calls;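 further: 0% = enzyme without compound and 100% = no enzyme blank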
FXIIa inh mix: inhibitors of human coagulation factor XIIa, pooled mixtures. purified FXIIa, fluorogenic substrate. 0.2% of 62,000 active. inhibition, % at 5 µM. P00748;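 further: 0% = enzyme without compound and 100% = no enzyme blank; some results filed as inactive read as strong as hits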
CatG inh: inhibitors of human cathepsin G | P08311 | purified enzyme, AMC-tetrapeptide fluorescence, pooled mixtures | inhibition, % at 5 µM (by protocol) | 0.2% of 62,000 active | AID 581;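 active means inhibition above 20% in each of the two mixture wells holding the compound; inactive means inhibition of 20% or less in either well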;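 further: 0% = enzyme control without mixture and 100% = blank lacking enzyme; strong numbers were not always called active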
Target sequence (P08311 21-244 limits assumed): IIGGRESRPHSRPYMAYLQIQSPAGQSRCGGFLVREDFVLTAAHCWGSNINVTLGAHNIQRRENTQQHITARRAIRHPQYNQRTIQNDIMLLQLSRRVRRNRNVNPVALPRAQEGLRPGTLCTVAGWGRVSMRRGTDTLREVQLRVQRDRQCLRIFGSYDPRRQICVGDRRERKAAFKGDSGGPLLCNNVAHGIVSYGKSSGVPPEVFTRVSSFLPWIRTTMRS
Starred values were filed as active, the others as inactive; ? = inconclusive; · = not tested or not shown. Unless noted, no stated cut-off is given here; in the data, active means inhibition above about 20% (passing the limit was not always enough); inactive means the rest.

SMILES	FXIa inh mix	CatS inh	A340 absorber	CatB inh	CatL block	C1s block	CatB mixtures	FXIIa inh mix	CatG inh
CCC(=O)N1CCc2cc(S(=O)(=O)CCC(=O)NCc3cccs3)ccc21	4	8	0.97	5	17	14	-1	-25	12
COc1ccccc1OC(=O)c1ccc2nsnc2c1	5	5	1	1	9	16	0	3	5
CN(C)c1cccc(C(=O)Nc2cccc(F)c2)c1	3	1	1.1	4	11	-7	1	4	7
Cc1cccc(NC(=O)c2ccccc2C(=O)O)c1	3	9	1	4	9	5	-3	-2	10
CCOc1ccc(NC(=O)C2CCN(S(=O)(=O)c3c(C)n[nH]c3C)CC2)cc1	9	-13	1	-7	-6	-4	9	9	0
CCCN(C(=O)c1ccccc1N)c1c(C)n(C)n(-c2ccccc2)c1=O	2	2	1	1	27	-4	1	2	-8
CNc1oc(-c2ccccc2)nc1C#N	9	-2	1.1	-1	-26	-4	5	9	0
COc1cccc(OCCn2cc(C(=O)c3ccco3)c3ccccc32)c1	13	15	1.1	0	·	-1	2	-1	-2
Cc1nc(N2CCCC2C(=O)O)c2oc3ccccc3c2n1 (stereo not given)	1	8	1	12	9	4	1	10	9
COc1ccc(NC(=O)c2ccc(C(=O)c3ccccc3)o2)cc1	8	-7	1.1	-1	12	3	3	2	2
COc1ccc(-c2nc(C(N)=O)c3[nH]c(=O)n(-c4cccc(C)c4)c3n2)c(OC)c1	-6	-13	1.1	-1	·	-74	-5	-21	2
CCOC(=O)C1C(=O)CC(C)(O)C(C(=O)OCC)C1c1ccco1 (stereo not given)	7	-5	1	0	-1	12	4	-13	11
Cc1nc2ccccc2c(=O)n1NS(C)(=O)=O	11	0	1.1	2	6	-20	2	0	6
Cc1ccc(C)c(N2CC(=O)N(c3cc(C)ccc3C)CC2=O)c1	-2	1	1	3	8	3	4	-1	-2
Cc1ccccc1Cn1c(CN2CCN(C(=O)c3ccco3)CC2)nc2c1c(=O)n(C)c(=O)n2C	35	0	1.1	0	-3	49	2	3	41
O=C(c1ccc(COc2c(F)c(F)cc(F)c2F)o1)N1CCN(c2ccc(Cl)cc2)CC1	-1	1	1	-2	18	0	-2	10	5
O=C(CC(c1ccccc1)c1ccccc1)Nc1ncn[nH]1	-4	3	1.1	-1	6	3	2	-3	5
COc1ccc(Br)cc1C1N2CC3(C)CN1CC(C)(C2)C3=O (stereo not given)	-8	18	0.97	1	4	-9	-1	-26	0
CCn1c(C)c(C(C)=O)c(N2CCN(c3ccccn3)CC2)nc1=S	-3	12	1.1	11	19	-4	-1	8	-6
O=C(O)c1ccccc1C(=O)c1cccs1	2	8	1	3	28	12	4	5	10
CC(C)(C)C1CCc2c(sc(N)c2C(N)=O)C1 (stereo not given)	5	11	1.1	2	·	33	2	-4	8
CC1(C)CC(=O)C2=C(C1)NC(=O)CC2c1cccc(F)c1 (stereo not given)	10	0	0.99	-6	3	4	9	0	0
O=C(O)c1ccc(Cl)c(S(=O)(=O)N2CCCCCC2)c1	2	-3	1	0	4	-14	0	-1	-5
O=NC1=C(c2c(O)[nH]c3ccccc23)CCCC1	-3	-1	1	0	0	2	1	8	3
CCC(=O)N1CCc2cc(S(=O)(=O)NCCCN(CC)Cc3ccccc3)ccc21	3	1	1.1	0	16	13	2	11	10

The last two compounds of the section before lead into the next.
SMILES	FXIa inh mix	CatS inh	A340 absorber	CatB inh	CatL block	C1s block	CatB mixtures	FXIIa inh mix	CatG inh
O=NC1=C(c2c(O)[nH]c3ccccc23)CCCC1	-3	-1	1	0	0	2	1	8	3
CCC(=O)N1CCc2cc(S(=O)(=O)NCCCN(CC)Cc3ccccc3)ccc21	3	1	1.1	0	16	13	2	11	10
CCOC(=O)c1c(C)[nH]c(C(=O)CN2CC(C)OC(C)C2)c1C (stereo not given)	5	-5	1	4	-2	14	1	4	10
Cc1cc(NC(=O)CSc2nc(C(C)C)nc3sc4c(c23)CCCC4)no1	-3	-25	1	3	-4	-36	3	3	5
c1ccc(-c2cnnc(N3CCCCC3)n2)cc1	7	9	1	-2	·	-29	5	6	-2
O=C(N1CCOCC1)C12CC3CC(C1)CC(C(=O)N1CCOCC1)(C3)C2	7	3	0.96	4	1	10	5	12	10
O=C(CCS(=O)(=O)c1ccc(Br)cc1)N1CCN(c2ccccc2F)CC1	13	-20	1	2	5	5	2	7	-1
CS(=O)(=O)N1CCCC(C(=O)NCCc2ccc(Cl)cc2)C1 (stereo not given)	-1	0	0.96	3	5	-15	3	-3	8
O=C(O)CSCC(=O)Nc1cccc2ccccc12	2	14	1	0	-4	-7	-3	-7	-1
CC1(C)NC(=O)N(CCOCCOc2cccc(Oc3ccccc3)c2)C1=O	0	0	1.1	1	-17	4	-2	-3	12
COc1ccc(N2CCC(CNC(=O)Nc3ccc(OC)cc3OC)C2)cc1 (stereo not given)	6	-4	1	1	-3	11	5	-19	12
O=C(c1cccc(S(=O)(=O)N2CCOCC2)c1)N1CCCC1	3	5	1.1	1	18	16	4	12	11
O=C1c2ccccc2C(=O)N1Cc1nn2c(-c3ccc(Cl)cc3)nnc2s1	3	4	1	2	10	18	4	5	14
CCn1c(SCC(N)=O)nnc1-c1ccc(OC)c(OC)c1	11	-1	0.98	-4	-10	-5	-7	1	0
O=C(c1ccccc1F)N1CCN(S(=O)(=O)c2ccc(S(=O)(=O)N3CCCCC3)cc2)CC1	-3	7	1	2	16	9	-2	-20	9
CCC(=O)c1cc(-c2nc3ccccc3n2C)n(C)c1	-20	-21	1.1	0	-3	-123	-6	22	-12
O=C(Nc1cccc(-c2nc3ccccc3[nH]2)c1)c1cccc(NC(=O)c2ccco2)c1	3	14	1.1	9	31	0	0	2	-3
C/C(O)=C(/C#N)c1nc2ccccc2[nH]1	-2	-6	1	1	2	-29	3	4	6
CCOC(=O)c1ccc(N2CSC3=C(C#N)C(c4cccs4)CC(=O)N3C2)cc1 (stereo not given)	12	16	1	2	8	-1	4	2	-1
CCC(=O)c1ccc(OCC(=O)O)cc1	5	-2	1	2	8	-9	-1	0	-5
CCN(CC)S(=O)(=O)c1ccc2c(c1)nc(SCc1nc3ccsc3c(=O)[nH]1)n2CC	0	13	1.1	4	0	6	-1	12	5
O=S(=O)(NCCN1CCCC1)c1cccc2cccnc12	-5	?	1	1	10	-117	1	12	-13
CC(=O)c1cc(CN2CCCCC2)cc(OC(C)C)c1	7	54	1	0	-12	-30	50	10	8
O=C(c1ccc(=O)[nH]c1)N(Cc1ccco1)C1(C(=O)NC2CCCC2)CCCCC1	3	4	0.99	2	1	8	4	6	10
CCC(=O)n1nc(-c2ccc(OC)cc2)nc1N	5	2	1	5	0	-7	6	3	-2
COCCn1c(C)cc(C(=O)COC(=O)c2ccc(-n3nc(C)cc3C)cc2)c1C	-1	-3	1	2	4	-10	-1	4	-6
Clc1ccc(OCc2cn3cccnc3n2)c2ncccc12	1	22	1	2	0	0	-1	-4	9

Just CatS inh and A340 absorber, for six of the compounds above:
compound	CatS inh	A340 absorber
CS(=O)(=O)N1CCCC(C(=O)NCCc2ccc(Cl)cc2)C1 (stereo not given)	0	0.96
O=S(=O)(NCCN1CCCC1)c1cccc2cccnc12	?	1
CCC(=O)c1cc(-c2nc3ccccc3n2C)n(C)c1	-21	1.1
COCCn1c(C)cc(C(=O)COC(=O)c2ccc(-n3nc(C)cc3C)cc2)c1C	-3	1
CCC(=O)n1nc(-c2ccc(OC)cc2)nc1N	2	1
O=C1c2ccccc2C(=O)N1Cc1nn2c(-c3ccc(Cl)cc3)nnc2s1	4	1

The results go on.
SMILES	FXIa inh mix	CatS inh	A340 absorber	CatB inh	CatL block	C1s block	CatB mixtures	FXIIa inh mix	CatG inh
COC(=O)c1c(NC(=O)c2cccs2)sc2c1CCC(C)C2 (stereo not given)	2	12	1.1	-1	-33	-15	-3	8	-4
Cc1oc(-c2ccc(Cl)cc2)nc1CN1CCC(C(=O)N2CCN(c3ccccn3)CC2)CC1	-4	16	1.1	2	·	-8	0	-1	11
CC1CCN(C(=O)C(Cc2ccccc2)NS(=O)(=O)c2ccc3c(c2)oc(=O)n3C)CC1 (stereo not given)	-23	-24	1	-2	·	-24	-8	2	-25
Cc1cc(NC2C3CC4CC(C3)CC2C4)n2ncnc2n1 (stereo not given)	-7	-1	1	-2	7	-44	-8	-2	-1
CC(C)(C)NC(=O)COC(=O)c1ccc(O)cc1	5	-15	1	6	0	0	-2	4	3
O=C(c1ccccc1)c1c[nH]c2cc3c(cc2c1=O)OCO3	0	5	1.1	0	20	2	-1	12	7
CC(C)CCNC(=O)C(c1ccco1)N(C(=O)Cn1nnc2ccccc21)c1ccc2c(c1)OCO2 (stereo not given)	6	3	0.96	0	·	-16	-2	5	3
COCCCn1c2nc3ccccc3nc2c2c(=O)n(Cc3ccccc3Cl)cnc21	8	11	1.1	1	-16	-21	0	14	-1
Cc1cc(C)n2nc(SCC3COc4ccccc4O3)nc2n1 (stereo not given)	2	3	1	1	-6	0	3	10	13
Cc1cccc(CSC2=NCCN2C(=O)c2ccc(Br)o2)c1	4	1	1	4	4	8	1	11	11
CC(=O)Nc1cccc(-c2nnc3n2CC(C)S3)c1 (stereo not given)	-1	-6	1.1	4	2	-8	2	3	-7
CCN(CC)S(=O)(=O)c1ccc2oc(C(=O)N3CCCCCC3)c(C)c2c1	5	1	1	3	0	7	4	2	9
COc1ccc(S(=O)(=O)N(C)CC(=O)N2CCC(C(N)=O)CC2)cc1	4	2	1	0	1	-3	-2	11	-1
CCCOc1ccc(C(=O)N2CCCc3ccccc32)cc1	4	4	1.1	0	-4	5	3	4	14
O=S(=O)(c1cccc(-n2cnnn2)c1)N1CCOCC1	-24	-1	1	-3	10	-157	-7	-24	-7
O=C(Nc1ccc(Br)cc1F)C1CCN(c2nnc(-n3cccc3)s2)CC1	17	23	1.1	1	0	19	3	14	54
COC(=O)C1(CO)NC(c2cccs2)C2C(=O)N(c3ccccc3)C(=O)C21 (stereo not given)	11	3	0.97	-1	-7	3	0	3	32
COC(=O)c1sc(NC(=O)CSc2nc3cccnc3n2C2CCCCC2)nc1C	-2	-1	1	3	3	0	0	6	7
CCOc1ccccc1NC1c2ccccc2C(=O)N1c1ccc(C)cn1 (stereo not given)	5	-3	1	3	·	14	0	0	7
O=C(Cn1cnc2c(nnn2Cc2ccccc2)c1=O)NCc1ccco1	-1	8	1	2	13	1	1	3	6
O=C(NC1CC2CCCC(C1)N2C(=O)N1CCCCC1)C1CCCCC1 (stereo not given)	2	-1	0.99	0	22	10	-2	3	7
CCc1cc(C(=O)Nc2ccccc2)cs1	0	3	1	0	17	3	-3	6	-4
COc1cccc(Cn2nnc(C(=O)NCc3ccc(F)cc3)c2N)c1	7	26	1.1	7	20	2	3	10	4
CC(C)(C)NC(=O)CN(C(=O)CS(=O)CC(=O)Nc1ccc(F)cc1)c1ccccc1 (stereo not given)	0	12	0.99	6	-1	-26	4	4	-14
NC(=O)N1c2ccccc2C=Cc2ccccc21	-1	-1	0.99	3	33	17	6	3	8
Next part.
SMILES	FXIa inh mix	CatS inh	A340 absorber	CatB inh	CatL block	C1s block	CatB mixtures	FXIIa inh mix	CatG inh
O=C(Nc1ccc(Oc2ccc(NC(=O)c3ccco3)c(NC(=O)c3ccco3)c2)cc1)c1ccco1	8	4	1	7	21	15	4	-18	10
O=C(CCSc1nc2ccccc2o1)N1CCOCC1	6	-1	1	1	-10	15	5	19	12
CC1CCCN(C(=O)CN2CCN(C(=O)c3ccco3)CC2)C1 (stereo not given)	-3	9	0.99	3	-2	-10	-7	2	7
CC(=O)NC(C1C(=O)CC(C)(C)CC1=O)(C(F)(F)F)C(F)(F)F	1	0	1	·	·	-3	-6	0	-4
CC(=NCc1ccccc1)C1=C(O)COC1=O	7	-2	1	1	9	1	3	1	8
COc1ccc(C)cc1S(=O)(=O)NC1CCCC1	-1	3	1.1	6	·	0	-4	-20	9
CC(=O)N1c2c(cc(Br)cc2S(=O)(=O)N2CCOCC2)CC1C (stereo not given)	8	0	1	0	-2	14	-1	2	7
[O-][N+]12CC[N+]([O-])(CC1)c1ccccc12	1	-47	1	-1	-9	-23	1	8	3

Only part of the results is shown. The share of hits here may be higher or lower than overall.
